High-throughput results from PubChem.
Tau fluor cs – counter-screen for tau fibril formation inhibitors. hit rate 0.93% among 280,000. tau K18 P301L Alexa594 fluorescence, heparin fibrillization. Potency, µM (titrated, usually from 57.7 µM), for inactives: at the top dose activity change, negative = decrease; note: % is set by controls: 0 for no effect and ±100 for the full control effect; nearly all actives have a fitted effect of over 55% in size
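Human K18 P301L tau (15 uM unlabeled plus 0.24 uM Alexa 594-labeled, final) in 100 mM sodium acetate pH 7 was mixed with compound and 20 uM heparin and incubated 6 hr at 37 C.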
RECQ1 helicase – inhibitors of human RECQ1 DNA helicase. P46063. RECQ1 DNA unwinding, red fluorescence kinetic read. Potency, µM (titrated, usually from 57.3 µM), without a hit: at the highest dose activity, negative = inhibition, most hits filed as inhibitors. hit rate 0.54% among 240,000;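 note: plate controls were vehicle for no effect and no enzyme for full effect; nearly all actives have a fitted effect of over 30% in size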
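50 nM RECQ1T1 preincubated 15 min with compound in Tris pH 8.0 buffer with MgCl2, DTT, Tween-20 and 2.5 ug/ml poly(dI-dC); started with 200 nM TAMRA/BHQ-2 forked duplex and 2 mM ATP. Unwinding read as fluorescence (525/598 nm), two reads 2 h apart.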
Tau fibril ThT – blocks human tau fibril formation measured by thioflavin T; P10636; recombinant tau K18 P301L (four-repeat tau fragment), heparin-induced fibrillization, ThT fluorescence; Potency, µM (highest dose often 57.4 µM), without a hit: top-dose activity, negative = inhibition, actives largely listed as inhibitors; hit rate 2.1% among 270,000; note: % is set by controls: 0 for no effect and ±100 for the full control effect; nearly all actives have a fitted effect of over 55% in size
Target sequence (P10636 561-689 P618L limits assumed): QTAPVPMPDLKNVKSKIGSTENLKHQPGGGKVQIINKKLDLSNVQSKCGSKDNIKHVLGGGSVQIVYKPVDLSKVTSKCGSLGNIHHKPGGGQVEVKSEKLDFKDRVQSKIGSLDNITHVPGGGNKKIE
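K18 P301L tau (15 uM + 0.24 uM Alexa 594-tagged), heparin 20 uM, NaOAc pH 7, 6 h 37 C; ThT 30 uM, 1 h RT, ex 450/em 510 nm.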
HTT cytoprotect – cytoprotection in Huntington HTT-Q103 PC12 cell model. AID 1471. hit rate 0.14% among 230,000. PC12 HTT-Q103 induced, cytoprotection, ATP luminescence, 40 h. Potency, µM (titrated, usually from 56.4 µM), inactives show cytoprotection (ATP increase), actives largely listed as activators;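 note: % of control where 0% means no effect; nearly all actives have a fitted effect of over 45% in size; toxic huntingtin expression switched on by the ecdysone agonist tebufenozide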
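Compounds added alongside 100 nM tebufenozide, which induces toxic Q103 huntingtin exon 1-GFP in stable PC12 cells; surviving cells quantified by luminescent ATP measurement. Medium: phenol red-free DMEM, 5% equine and 5% calf serum.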
TRb-SRC2 inh – TRbeta-SRC2 interaction inhibition; hit rate 0.065% among 280,000; P10828; TRbeta-SRC2 peptide binding, fluorescence polarization; receptor liganded with 1 µM T3; Potency, µM (doses to about 106 µM), without a hit: at the highest dose activity change, negative = inhibition, usual class: inhibitors;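 note: plate controls were bound peptide for no effect and peptide without receptor for full effect; nearly all actives have a fitted effect of over 50% in size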
Target sequence (P10828 whole entry, looked up): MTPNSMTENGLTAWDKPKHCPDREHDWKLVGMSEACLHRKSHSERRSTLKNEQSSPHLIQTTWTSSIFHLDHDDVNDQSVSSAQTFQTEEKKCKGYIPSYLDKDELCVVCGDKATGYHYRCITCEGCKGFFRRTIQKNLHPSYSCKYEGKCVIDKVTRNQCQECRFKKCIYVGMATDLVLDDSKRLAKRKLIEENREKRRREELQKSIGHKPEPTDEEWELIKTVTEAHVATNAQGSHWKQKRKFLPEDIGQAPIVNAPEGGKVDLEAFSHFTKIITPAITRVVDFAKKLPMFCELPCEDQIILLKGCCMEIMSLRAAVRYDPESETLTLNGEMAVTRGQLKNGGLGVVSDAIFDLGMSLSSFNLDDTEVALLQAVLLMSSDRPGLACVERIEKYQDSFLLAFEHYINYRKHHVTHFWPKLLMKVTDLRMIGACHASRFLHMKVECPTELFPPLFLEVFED
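Fluorescence polarization of 20 nM Texas Red SRC2 peptide (20-aa NR interaction domain) bound to 0.6 uM human TRb ligand-binding domain, with 1 uM T3, after 5 hr at ambient temperature; inhibition seen as decreased polarization.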
Tau fibril FP – tau fibrillization inhibition (FP); P10636; K18 P301L tau heparin fibrillization, Alexa594 FP, 6 h; Potency, µM (titrated, usually from 57.7 µM), without a hit: at the highest dose activity, negative = inhibition, actives largely listed as inhibitors; hit rate 0.39% among 280,000; note: % is set by controls: 0 for no effect and ±100 for the full control effect; nearly all actives have a fitted effect of over 55% in size
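Read-out: fluorescence polarization of Alexa 594-labeled tau (0.24 uM), 555 nm excitation, 632 nm emission. Mixtures held 15 uM unlabeled K18 P301L, compound and 20 uM heparin, pH 7 acetate buffer, incubated 6 hr at 37 C.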
L3MBTL1 block – L3MBTL1 (human) inhibition. Q9Y468. AlphaScreen L3MBTL1–H3K9me1 peptide binding. Potency, µM (series often up to 57.1 µM), for inactives: at the highest dose activity, negative = inhibition, usual class: inhibitors. hit rate 0.66% among 230,000. AID 485360; note: % is set by controls: 0 for no effect and ±100 for the full control effect; nearly all actives have a fitted effect of over 60% in size
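AlphaScreen assay: L3MBTL1 (50 nM final) was preincubated 30 min at room temperature with biotinylated H3(1-15)K9me1 peptide (75 nM final), then 30 min with library compounds; streptavidin donor and nickel chelate acceptor beads (10 ug/mL final) added, 30 min dark.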
TexasRed fluor – counter-screen for TRb-SRC2 inhibitors: fluorescence interference; TRb/SRC2 Texas Red total fluorescence interference; Potency, µM (series often up to 106 µM), inactives show at the top dose fluorescence change, negative = quenching; hit rate 0.29% among 280,000; active = well fitted curve in either direction with a large enough effect; inconclusive = small, poorly fitted or top-dose-only effect; note: % is set by controls: 0 for no effect and ±100 for the full control effect
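Flags fluorescent or light-absorbing compounds by total fluorescence, S + 2P, at 555 nm excitation and 632 nm emission. Mixture: 20 nM Texas Red SRC2 peptide, 0.6 uM human TRb LBD, 1 uM T3, 5% DMSO; compound exposure 5 h at ambient temperature.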
Active calls of the source: *; i = inactive; ? = inconclusive; . = not tested or not shown; & = joins results of further samples; [ ] = dose if it differs, or a comment. Unless noted, calls come from the whole dose curve; as a rule, active = well fitted curve in the direction sought with a large enough effect; inconclusive = small, poorly fitted or top-dose-only effect, or another doubt; inactive = no such curve, though single readings can be large; an effect the other way counts as inactive or inconclusive. Potency is the fitted concentration of half-maximal effect.

item	canonical_smiles	Tau fluor cs	RECQ1 helicase	Tau fibril ThT	HTT cytoprotect
1	CCc1nc2nc(C)cc(Nc3cc(Cl)ccc3C)n2n1	-8%	.	-11%	.
2	Cc1ccc(NC(=O)c2ccccc2OCC(=O)c2ccc(F)cc2)cc1	-12%	?	3%	.
3	Cc1cc(Cl)ccc1NC(=O)CSc1nnc(Cc2cccs2)n1Cc1ccco1	1%	-5%	-12%	7%[10 µM]
4	COc1ccc(/C(N)=N/OC(=O)CSc2ccccc2)cc1OC	-28%	-11%	?	-22%
5	Cc1ccccc1NC(=S)N(CCc1c(C)[nH]c2ccc(F)cc12)Cc1cccnc1	?	-1%	-15%	7%
6	O=C(COc1ccc(NC(=O)c2ccccc2[N+](=O)[O-])cc1)c1ccc(F)cc1	-2%	i	-2%	12%[10 µM]
7	C=C(C)C1CC=C(C)/C(=N/NC(=O)c2ccccc2[N+](=O)[O-])C1 (stereo unspecified)	-11%	-20%	-6%	-11%
8	C/C(Cn1nnc2ccccc21)=N\NC(=O)c1ccc(Br)cc1	-8%	-2%	?	-42%[inhibitor]
9	CCOC(=O)C1=C(c2ccccc2)NC(=O)NC1c1cc(Br)c(O)c(OC)c1 (stereo unspecified)	0%	-10%	2%	.
10	Cc1ccc2c(COC(=O)CNC(=O)c3ccccc3)cc(=O)oc2c1	-11%	-9%	-8%	-7%[1.9 µM]
11	COc1ccccc1NC(=O)Cn1c(=O)n(CC(=O)NCc2ccccc2Cl)c(=O)c2sccc21	0%	.	15%	.
12	Cc1nnc(SCCn2c(Br)nc3c2c(=O)n(C)c(=O)n3C)s1	-5%	-5%	-10%	-5%[0.074 µM]
13	Cc1ccc(C)c(OCC(=O)Nc2nc3ccc([N+](=O)[O-])cc3s2)c1C	-25%	8%	-14%	11%
14	Cc1ccc(-n2c(SCc3nc4ccccc4[nH]3)nnc2-c2ccncc2)cc1	-20%	-2%	-11%	.
15	O=C(CCN1C(=O)/C(=C\c2ccccc2)SC1=S)NNC(=O)c1ccncc1	-4%	-8%	?	4%[10 µM]

item	TRb-SRC2 inh	Tau fibril FP	L3MBTL1 block	TexasRed fluor
1	-10%	-2%	.	0%
2	0%	-11%	10%	2%
3	-8%	-5%	-4%	0%
4	-4%	-13%	.	-4%
5	-4%	?	.	-2%
6	4%	-4%	0%	-2%
7	-4%	8%	-25%	-1%
8	13%	4%	.	-1%
9	4%	1%	-12%	-1%
10	3%	0%	-1%	-3%
11	4%	?	.	6%
12	-14%	-9%	1%	0%
13	-12%	7%	-8%	-3%
14	-2%	-8%	2%	-4%
15	3%	-7%	2%	-2%

Ordered by molecular weight (rising): 9 of the compounds above
item	canonical_smiles	Tau fluor cs	RECQ1 helicase	Tau fibril ThT	HTT cytoprotect
1	CCc1nc2nc(C)cc(Nc3cc(Cl)ccc3C)n2n1	-8%	.	-11%	.
7	C=C(C)C1CC=C(C)/C(=N/NC(=O)c2ccccc2[N+](=O)[O-])C1 (stereo unspecified)	-11%	-20%	-6%	-11%
4	COc1ccc(/C(N)=N/OC(=O)CSc2ccccc2)cc1OC	-28%	-11%	?	-22%
2	Cc1ccc(NC(=O)c2ccccc2OCC(=O)c2ccc(F)cc2)cc1	-12%	?	3%	.
8	C/C(Cn1nnc2ccccc21)=N\NC(=O)c1ccc(Br)cc1	-8%	-2%	?	-42%[inhibitor]
14	Cc1ccc(-n2c(SCc3nc4ccccc4[nH]3)nnc2-c2ccncc2)cc1	-20%	-2%	-11%	.
12	Cc1nnc(SCCn2c(Br)nc3c2c(=O)n(C)c(=O)n3C)s1	-5%	-5%	-10%	-5%[0.074 µM]
9	CCOC(=O)C1=C(c2ccccc2)NC(=O)NC1c1cc(Br)c(O)c(OC)c1 (stereo unspecified)	0%	-10%	2%	.
3	Cc1cc(Cl)ccc1NC(=O)CSc1nnc(Cc2cccs2)n1Cc1ccco1	1%	-5%	-12%	7%[10 µM]

item	TRb-SRC2 inh	Tau fibril FP	L3MBTL1 block	TexasRed fluor
1	-10%	-2%	.	0%
7	-4%	8%	-25%	-1%
4	-4%	-13%	.	-4%
2	0%	-11%	10%	2%
8	13%	4%	.	-1%
14	-2%	-8%	2%	-4%
12	-14%	-9%	1%	0%
9	4%	1%	-12%	-1%
3	-8%	-5%	-4%	0%

(listing goes on)
item	canonical_smiles	Tau fluor cs	RECQ1 helicase	Tau fibril ThT	HTT cytoprotect
16	Cc1ccccc1C(=O)Nc1cccc(-c2ccc3nncn3n2)c1	5%	1%	1%	-43%[inhibitor]
17	COc1ccc(Cn2nnnc2CN(Cc2cc3ccc(C)cc3[nH]c2=O)C2CCCC2)cc1	-13%	-1%	?	-30%
18	CCOc1ccc(NS(=O)(=O)c2ccc3[nH]cc(C(=O)NC4CCCC4)c(=O)c3c2)cc1	?	.	-1%	.
19	COc1cc(C(=O)Nc2ccccc2N2CCN(S(C)(=O)=O)CC2)cc(OC)c1OC	-1%	6%	-2%	-45%[inhibitor]
20	Cc1ccc(-c2csc3ncn(-n4c(C)ccc4C)c(=O)c23)o1	-7%	i	-17%	-7%[10 µM]
21	O=C(CSc1ncn[nH]1)Nc1ccc(Br)cc1F	-8%	12%	-6%	-9%
22	COCCNC(=O)Cn1c(=O)n(CCCCCC(=O)NCc2ccccc2Cl)c(=O)c2sccc21	-3%	.	2%	.
23	CN(c1ccc(C(=O)NCC2CCCO2)cc1)S(C)(=O)=O (stereo unspecified)	-3%	i	2%	9%
24	CC(NC(=O)c1ccc(NC(=O)c2nsc3ccccc23)cc1)c1ccccc1 (stereo unspecified)	-14%	.	12%	.
25	COc1ccc(-c2c[n+](CC(=O)N3c4ccccc4Sc4ccccc43)c3n2CCC3)cc1	-15%	-8%	?	-22%[10 µM]
26	Oc1ccc2nc(Cc3ccccc3)[nH]c2c1	-7%	i	-5%	9%
27	CCc1nnc(SCc2cc(C)ccc2C)c2cc3sc(C)cc3n12	-4%	.	-10%	.
28	COc1ccc(C2C(C(N)=O)=C(C)Nc3nc(-c4ccccc4)nn32)cc1OC (stereo unspecified)	-12%	-15%	-14%	-9%
29	Cc1nc2cc(NC(=O)N3c4ccccc4CC3C)ccc2n1C (stereo unspecified)	-5%	i	-15%	-169%[inhibitor][0.074 µM]
30	COC(=O)c1scc(-c2ccc(C)cc2)c1S(=O)(=O)N1CCN(c2ccccc2)CC1	-20%	.	-7%	.

item	TRb-SRC2 inh	Tau fibril FP	L3MBTL1 block	TexasRed fluor
16	-4%	5%	.	4%
17	-1%	-4%	-12%	-1%
18	-5%	25µM*	.	0%
19	8%	-12%	2%	0%
20	-16%	-9%	-3%	5%
21	-5%	-1%	6%	0%
22	1%	-4%	.	1%
23	0%	-9%	.	1%
24	-4%	-18%	.	0%
25	-1%	-9%	-7%	-1%
26	0%	7%	.	-7%
27	-3%	4%	.	-2%
28	-3%	3%	.	-2%
29	-1%	-4%	-3%	3%
30	-7%	11%	.	-14%

The listing continues.
item	canonical_smiles	Tau fluor cs	RECQ1 helicase	Tau fibril ThT	HTT cytoprotect
31	CCOC(=O)c1cccc(NC(=O)c2cc3cc4ccc(C)cc4nc3o2)c1	-10%	.	?	.
32	Cc1ccccc1-n1c(SCc2c(C)noc2C)nnc1-c1c[nH]c2ccccc12	-22%	-8%	-6%	-48%[inhibitor]
33	CCOC(=O)C(Cc1ccccc1)NC(=O)CNC(=O)CNC(=O)OCc1ccccc1 (stereo unspecified)	-3%	-11%	-6%	4%[10 µM]
34	CCCN(C/C=C/I)C1CCc2cccc(O)c2C1 (stereo unspecified)	-5%	i	-3%	-5%
35	Cc1cc(NC(=O)CSc2nnnn2-c2ccc(C)c(C)c2)no1	-2%	-18%	0%	3%[10 µM]
36	COc1ccc(/C=C/S(=O)(=O)NCc2ccccc2)cc1OC	-8%	-4%	-5%	-4%[10 µM]
37	Cn1c(=O)c2c(nc(CN3CCN(c4ccc(F)cc4)CC3)n2CCN2CCOCC2)n(C)c1=O	2%	i	-3%	-16%[0.074 µM]
38	COc1cccc(C2=NOC(C(=O)N3CCOCC3)C2)c1 (stereo unspecified)	-2%	1%	-6%	-6%
39	CCOc1ccc(CC(=O)NNC(=S)Nc2ccc(OC)c(OC)c2)cc1	-10%	12%	-7%	-36%[inhibitor]
40	CCN(CC)CCNC(=O)CS(=O)Cc1nc(-c2ccccc2Cl)oc1C (stereo unspecified)	-5%	7%	-17%	-12%
41	COc1ccc(CCNC(=O)c2ccc(CNS(=O)(=O)c3ccccc3)cc2)cc1OC	-21%&-15%	-3%	?	9%[10 µM]
42	CCOC(=O)c1c(C)[nH]c(C)c1S(=O)(=O)N(C)CC(=O)N1CCN(c2ccccc2)CC1	-4%	.	1%	.
43	CNC(=S)NNC(=O)c1sccc1OCc1ccccc1	-2%	-4%	3%	3%

item	TRb-SRC2 inh	Tau fibril FP	L3MBTL1 block	TexasRed fluor
31	-6%	-13%	.	2%
32	-2%	4%	3%	1%
33	-6%	8%	7%	5%
34	6%	3%	.	-1%
35	-6%	-6%	14%	-2%
36	6%	-4%	5%	-1%
37	-4%	-3%	-2%	-6%
38	1%	-3%	4%	-4%
39	0%	-6%	4%	1%
40	-6%	-4%	1%	1%
41	0%&-2%	-2%&-1%	3%	0%&-1%
42	-4%	-10%	.	0%
43	3%	1%	5%	2%

Only part of the results is shown; rates above refer to the full screens.
